Compound activity as filed in PubChem.
Lipid storage S3: qHTS Assay for Lipid Storage Modulators in Drosophila S3 Cells | Drosophila S3 cells, BODIPY lipid droplet fluorescence, 18-24 h; cells fed with added oleic acid | lipid storage change, negative = inhibition, % at the top dose, mostly 46.1 µM; hits show Potency in µM | actives 0.64% (n = 320,000) | AID 2685; active = well fitted inhibition curve with a large enough effect in the signal ratio, with a control signal flat, not every such curve was filed as active; inconclusive = small, poorly fitted or top-dose-only effect, or effect the other way, or a change in a side signal; the % refers to the signal ratio
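Drosophila S3 cells loaded with oleic acid (400 uM, as added) and compounds at several concentrations; lipid droplets imaged by 488-nm laser-scanning cytometry, 500–530 nm intensity and object ratio to cell channel. Percent activity normalized to 20 uM Triacsin C.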
Lipid storage S3 cell count max: second read-out of Lipid storage S3, no call of its own (marks repeat the call); cell number change, %; measured here: cell count max response;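 cells counted by Cell Tracker Red CMTPX staining in the red channel; peak over a dose series mostly up to 46.1 µM; percent activity relative to internal control wells on each plate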
* marks the source's active call; other numbers are inactive results; i = inactive; u = inconclusive; x = not tested or not shown; [ ] = another dose, or the depositor's remark. % is set by controls: 0 for no effect and ±100 for the full control effect; potency is the fitted concentration of half-maximal effect. The list is partial (hit frequency here may not be typical).

SMILES	Lipid storage S3	Lipid storage S3 cell count max
CN(CCc1ccccc1)c1ccc([N+](=O)[O-])cn1	-26%	0
Cc1cc(NCCCn2ccnc2)n2c(nc3ccccc32)c1C#N	u	x
CC(=O)Nc1ccccc1C(=O)C(=O)Nc1ccc(C)c(C)c1	u	x
COc1ccc(N2C(=O)C3CCCN3C2c2ccccc2OC)cc1 (stereo unspecified)	u	x
CCC(=O)N1N=C(c2ccc(C)cc2)CC1c1ccco1 (stereo unspecified)	-2%	1
COc1ccc(OC)c(NC(=O)CC2SC(=NCc3ccccc3)NC2=O)c1 (stereo unspecified)	u	x
CC(=O)NC1(c2nnnn2CCOC(=O)Nc2ccc(Cl)cc2)CCCCC1	u	x
COc1cccc(C2C3=C(N=C4SCC(=O)N42)c2ccccc2CC3)c1OC (stereo unspecified)	u	x
COc1ccc(C2(CNC(=O)c3ccccc3)CCCC2)cc1OC	i	-2
CC1CN(C2CCN(S(=O)(=O)c3ccc4ccccc4c3)CC2)CC(C)O1 (stereo unspecified)	u	x
C[C@]12CC[C@@H]3c4cc(O)c(O)cc4CC[C@H]3[C@@H]1CC[C@@H]2O	-4%	1
Cc1ccc(-n2[nH]c(C)c(/C=N/n3c(C)nc4ccccc4c3=O)c2=O)cc1	u	x
CCn1c(SCC(=O)N/N=C/c2ccccc2OCC(=O)O)nnc1-c1ccc(C(C)(C)C)cc1	3%	10
CCCn1c(N)c(Br)c(=O)[nH]c1=O	5%	7
Cc1ccc(S(=O)(=O)N(C)c2ccc(OCC(=O)Nc3nc4c(ccc5ccccc54)s3)cc2)cc1	u	x
CC(C)CNC(=O)C1C2C=CC(C2)C1C(=O)O (stereo unspecified)	i	x
COCCN(C(=O)CSc1nnc(-c2ccc(C)cc2)n1N)c1c(N)n(Cc2ccccc2)c(=O)[nH]c1=O	i	1
COC(=O)c1ccc(OC)c(Cn2c(=O)n(C)c(=O)c3sccc32)c1	u	x
CSCCC(Nc1ccc(S(=O)(=O)N2CCOCC2)cc1[N+](=O)[O-])C(=O)OCC(=O)NCC(C)C (stereo unspecified)	u	x
COc1ccc(CCN2C(=O)C(O)=C(C(C)=O)C2c2ccccc2OC)cc1OC (stereo unspecified)	u	x
O=C(CSc1nnc(NC(=O)c2ccccc2F)s1)NCc1ccco1	-9%	13
Cc1ccc2c(c1)C(C)CC(C)(C)N2C(=O)NC1CCCCC1 (stereo unspecified)	u	x
C/C(=N\NC(=O)C(N)=O)c1ccc(OC(F)F)cc1	i	x
Cc1ccc(NC(=O)CN(C)C(=O)CSc2nc3ccccc3c(=O)n2Cc2ccco2)cc1	10%	-3
CN(C)S(=O)(=O)c1cccc(C(=O)NC2CCCc3ccccc32)c1 (stereo unspecified)	0%	0
CCCn1c(=O)c2ccccc2n2c(SCC(=O)c3ccc(F)cc3)nnc12	i	13
Cc1ccc(NC(=O)NNC(=O)c2cc3ccccc3cc2O)c(C)c1	u	x
CCCc1c(C(=O)N/N=C/C(C)=C/c2ccco2)nnn1-c1nonc1N	u	x
Cc1ccc(NC(=O)Cn2ncc3ccccc32)c(Cl)c1	u	x
Nc1ccc2nc(-c3cccs3)[nH]c2c1	1%	11
O=C(O)C1CCCN1C(=O)Oc1ccccc1 (stereo unspecified)	23µM*	0.8*
O=C(CN1C(=O)NC2(CCCCC2)C1=O)N1CCN(S(=O)(=O)c2ccc(F)cc2)CC1	u	x
O=C1c2ccccc2C(=O)N1CCCCSc1nnc2c(Cl)cc(Cl)cn12	u	x
O=C(Cn1cnc(S(=O)(=O)N2CCCC2)c1)Nc1ccccc1	i	-12
COc1ccccc1C(=O)Nc1ccc(Oc2ncnc3sc(-c4ccccc4)cc23)cc1	u	x
O=C1CN(S(=O)(=O)c2ccc(F)cc2)CC(=O)N1CCc1ccccc1	0%	-29
Cc1cccn2c(=O)nc(SCC(=O)N3CCCCC3)nc12	u	x
Cc1ccc(NC2CC(=O)N(c3ccc(C)cc3)C2=O)cc1 (stereo unspecified)	i	x
CCOC(=O)c1cccc(NC(=O)CN2CCN(c3ccc(OC)cc3)CC2)c1	0%	-17
COc1cc(SC)ccc1C(=O)OC(C)C(=O)NC1CCCC1 (stereo unspecified)	u	x
O=C(CN(C(=O)c1ccccc1)N1C(=O)CCC1=O)c1cccs1	3%	6
COc1ccc(S(=O)(=O)N2CCCCC2)cc1NC(=O)CCNC(=O)c1ccco1	u	x
O=c1n(S(=O)(=O)c2cccc3cccnc23)c2ccccc2n1S(=O)(=O)c1cccc2cccnc12	i	x
COc1ccc(C2NCCc3cc(OC)c(OC)cc32)cc1OC (stereo unspecified)	u	x
O=C(NC(=S)N1CCN(C/C=C/c2ccccc2)CC1)c1cccnc1	6%	6
Cc1ccc(C(=O)Nc2oc(-c3ccccc3)cc2C#N)cc1	u	x
COc1cc2nc(N3CCNCC3)nc(N)c2cc1OC	u	x
CCc1ccccc1N(C(=O)Cn1nnc2ccccc21)C(C(=O)NCCOC)c1ccco1 (stereo unspecified)	12%[9.22 µM]	19
CC(c1ccccc1)N1CC(C(=O)Nc2ccc(F)cc2)CC1=O (stereo unspecified)	u	x
Cc1cc(C)c2cc(C(=O)N3CCN(c4ncccc4C(F)(F)F)CC3)[nH]c2c1	18%	10
More results:
SMILES	Lipid storage S3	Lipid storage S3 cell count max
Cn1c(=O)[nH]c2ncccc21	-3%	2
Cn1c(CNC(=O)c2ccccc2F)nnc1SCc1nc2ccccc2c(=O)[nH]1	5%	-12
COc1ccc(C(=O)Nc2nncs2)c(OC)c1	u	x
Cc1cc(NC(=O)COn2nnc3ccccc32)no1	8%	2
COc1ccc2[nH]c(=O)c(CNc3cc(C)ccc3C)cc2c1	3%	7
COCCN(CC(=O)Nc1cc(Cl)ccc1-n1cncn1)Cc1nc2ccccc2c(=O)[nH]1	u	x
CCc1cc(C(=O)N2CCCC(CNC(=O)c3ccc(-c4ccccc4)cc3)C2)no1 (stereo unspecified)	-20%	4
Cc1ccc(NC(=O)/C=C\C(=O)NCC(=O)O)cc1	-15%	-4
CCCc1[nH]n(-c2nc3ccccc3s2)c(=O)c1C=NCC1CCCO1 (stereo unspecified)	9%	-20
Cc1cc(C(=O)CN2C(=O)CCC2=O)c(C)n1Cc1ccccc1	2%	10
Cc1ccccc1-n1c(SCC(=O)NCC2CCCO2)nc2c([nH]c3ccccc32)c1=O (stereo unspecified)	4%	9
O=C(N/N=C/c1ccc(F)cc1)c1ccc(OCc2ccccc2)cc1	u	x
CCCCC(CC)COC1(c2ccccc2)OC(=O)c2ccccc21 (stereo unspecified)	u	x
CCCC1C(c2ccco2)NC(c2ccco2)CC1(C)O (stereo unspecified)	u	x
CC1CCN(C2=NC(=O)/C(=C/c3cccc(O)c3)S2)CC1	13%	13
O=C(c1nc2ccccn2c1CN1CCCC(c2nc3ccccc3o2)C1)N1CCCC1 (stereo unspecified)	u	x
COCCNc1ccc([N+](=O)[O-])cc1C(=O)Nc1cccc(C)n1	u	x
C#CCSc1nnc(-c2sc(-c3ccccc3)nc2C)n1C	4%	16
CCC(CC)NC(=O)c1cccc(Br)c1	u	x
Cc1ccc(NC(=O)CCC(=O)N/N=C/c2ccc([N+](=O)[O-])o2)cc1C	u	x
O=C(O)C1Cc2[nH]cnc2C(c2ccccc2O)N1 (stereo unspecified)	-8%	-15
COc1ccc([N+](=O)[O-])c(OC)c1C(=O)NC(=O)Nc1nc(C)nc(C)n1	19%	-7
C=CCOc1ccc(/C=N/n2cncn2)cc1OC	u	x
O=C(c1ccc2ccccc2n1)N1CCN(c2ccccc2)CC1	-9%	x
Cc1cc(C(=O)Nc2ccc(F)cc2C)cs1	4%	-4
CN(C)c1ccc(P(=O)(OC2CCCCC2)C(O)c2ccccn2)cc1 (stereo unspecified)	9%	4
O=C(Nc1ccc(C(=O)N2CCCc3ccccc32)cc1)c1cccs1	u	x
O=C1CCCC2=C1C(c1ccc(Br)cc1)c1c([nH]c(=S)[nH]c1=O)N2 (stereo unspecified)	i	x
O=C(C1CCCN(c2ncnc3c2nc2n3CCCCC2)C1)N1CCN(c2ccccc2)CC1 (stereo unspecified)	u	x
COc1ccc(N2CC(C(=O)NCCC3=CCCCC3)CC2=O)c(OC)c1 (stereo unspecified)	i	x

A second format for some results above:
Below each compound – Lipid storage S3	Lipid storage S3 cell count max
- Cc1cc(C(=O)Nc2ccc(F)cc2C)cs1
  4%	-4
- CN(C)c1ccc(P(=O)(OC2CCCCC2)C(O)c2ccccn2)cc1 (stereo unspecified)
  9%	4
- O=C(Nc1ccc(C(=O)N2CCCc3ccccc32)cc1)c1cccs1
  u	x
- O=C1CCCC2=C1C(c1ccc(Br)cc1)c1c([nH]c(=S)[nH]c1=O)N2 (stereo unspecified)
  i	x

(continued)
SMILES	Lipid storage S3	Lipid storage S3 cell count max
CCCc1cc(C(=O)Nc2ccc(F)c(Cl)c2)no1	u	x
CCOC(=O)c1c(NC(=O)COC(=O)c2ncc(Cl)c(Cl)c2Cl)sc(C(=O)N(C)C)c1C	u	x
Nc1ccc(Oc2ccc(Br)cc2)cc1	u	x
CC(=O)NCc1cc(Cl)c2cccnc2c1O	25%	29
COc1ccc(CCNc2ccc([N+](=O)[O-])cn2)cc1	u	x
CCN1CCCC1CNC(=O)c1cn(CC)c2ccc(S(=O)(=O)N3CCCCCC3)cc2c1=O (stereo unspecified)	i	x
c1ccc(Sc2ncccn2)nc1	-19%	1
Cc1ccc(C(=O)Nc2ccc(SC(F)F)cc2)s1	9%	-2
CCNC(=S)NNc1nc(N2CCOCC2)nc(N2CCOCC2)n1	-4%	-9
O=C(NCCS(=O)(=O)N1CCN(c2ccc(F)cc2)CC1)C1CC(=O)N(c2ccccc2)C1 (stereo unspecified)	i	5

Copied from above, 2 compounds:
SMILES	Lipid storage S3	Lipid storage S3 cell count max
CCCc1cc(C(=O)Nc2ccc(F)c(Cl)c2)no1	u	x
CCOC(=O)c1c(NC(=O)COC(=O)c2ncc(Cl)c(Cl)c2Cl)sc(C(=O)N(C)C)c1C	u	x

The results go on.
SMILES	Lipid storage S3	Lipid storage S3 cell count max
CCOC(=O)C1C(=O)N(C(=O)c2cncc(Br)c2)CC1c1ccccc1 (stereo unspecified)	u	x
O=C(NCCc1ccc(Cl)cc1)C1CCCN(c2ncnc3c2nc2n3CCCCC2)C1 (stereo unspecified)	i	-24
C=CCOc1ccc(/C=C/C(C)=N\O)cc1	u	x
Cc1ccc(NC2=CC(=O)C(=O)c3ccccc32)cc1	u	x
O=C(CSCc1c(Cl)cccc1Cl)NCc1cccnc1	4%	6
O=S(=O)(O)c1nnc2sc3ccccc3n12	u	x
COc1ccc(NC(=O)COC(=O)c2ccncc2)c(OC)c1	u	x
Cc1cc(C(=O)Nc2ccccc2C#N)n(-c2ccccc2)n1	i	8
Cc1nc2ccccc2n1Cc1n[nH]c(=S)n1-c1ccc(Cl)cc1	0%	1
Cc1ccc(C)c(-n2sc3ccc(F)cc3c2=O)c1	u	x
Nc1nnc(CSCc2ccccc2)s1	-23%	-12
NS(=O)(=O)c1cc2c(cc1Cl)NC(C(Cl)Cl)NS2(=O)=O (stereo unspecified)	-6%	-2
O=C1c2cccc3cccc(c23)C(=O)N1OS(=O)(=O)c1ccc(Cl)cc1	u	x
Cc1sc2nc(COC(=O)c3c(F)cccc3F)[nH]c(=O)c2c1C	u	x
COc1cc2cc(C(=O)N3CCC(Cc4ccccc4)CC3)[nH]c2cc1OC	13%	-1
C/C(=N/NC(=O)c1ccccn1)c1ccncc1	u	x
CC(OC(=O)c1ccc(CN2CCCC2=O)cc1)C(=O)Nc1ccc(Cl)cc1 (stereo unspecified)	6%	2
S=C(Nc1ccccc1)N1CCCN1c1ccccc1	10%	11
O=C(N/N=C/c1cccs1)c1cccc(NC(=O)c2ccccc2Cl)c1	11%	0
COc1cc(/C=N/NC(=O)CNC(=O)c2ccco2)ccc1O	u	x

4 records drawn at random from the list so far:
SMILES	Lipid storage S3	Lipid storage S3 cell count max
Nc1nnc(CSCc2ccccc2)s1	-23%	-12
O=C1c2cccc3cccc(c23)C(=O)N1OS(=O)(=O)c1ccc(Cl)cc1	u	x
O=C(N/N=C/c1cccs1)c1cccc(NC(=O)c2ccccc2Cl)c1	11%	0
CC(OC(=O)c1ccc(CN2CCCC2=O)cc1)C(=O)Nc1ccc(Cl)cc1 (stereo unspecified)	6%	2

Next section:
SMILES	Lipid storage S3	Lipid storage S3 cell count max
O=C(CSc1nnc(-c2cccnc2)s1)Nc1ccnc2ccccc12	u	x
Cc1ccc(-n2nc3cc(Cl)c(NC(=O)c4ccco4)cc3n2)cc1	u	x
Cc1nc(NCCN2CCOCC2)c2oc3ccccc3c2n1	14%	-19
O=C(Nc1ccc(Cl)cc1)Nc1nnc(CSCc2ccc(Cl)cc2)s1	-18%	-7
CC(C)C(=O)O/N=C(\N)c1ccccn1	u	x
Cc1cc(C)n(CC(O)Cn2c3ccc(Cl)cc3c3cc(Cl)ccc32)c(=O)n1 (stereo unspecified)	i	-14
CN(C)Cc1c(O)ccc2occ(C(O)c3ccccc3)c12 (stereo unspecified)	u	x
CCOc1ccc(OCc2cccc(C(=O)O)c2)cc1	10%	8
Cc1cc(C(=O)NC2CCCN(Cc3ccccc3F)C2)no1 (stereo unspecified)	7%	-7
